VEEV TC-83 Vero: inhibitors of VEEV TC-83 cytopathic effect, confirmation, Vero cells (AID 588727); Vero cells, VEEV TC-83 cytopathic effect inhibition; higher % means a stronger effect; 350,000 compounds, 0.13% hits; one-dose inhibition, % at 20 µM; IC50 in µM for titrated hits; in the data active means a potency from the dose series; inconclusive means inhibition mostly from about 14% at the one dose, without a potency; inactive means the rest, 99 in 100 with inhibition below about 12%; further: strong numbers were not always called active
Salmonella PhoP GFP: PhoP regulon inhibitors, Salmonella typhi PhoP promoter GFP reporter, confirmatory (AID 1850) | Salmonella Typhi PhoP-promoter GFP reporter, fluorescence, 4 h; higher % means a stronger effect | 310,000 compounds, 0.33% hits | inhibition, % at 50 µM; hits with a dose series show IC50 in µM; in the data active means a potency from the dose series; inconclusive means inhibition mostly from about 25% at the one dose, without a potency; inactive means the rest, 99 in 100 with inhibition below about 19%;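 further: 0% = induced wells with vehicle and 100% = uninduced wells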
M. tuberculosis HTS: M. tuberculosis growth inhibition, HTS (AID 449762); M. tuberculosis H37Rv growth inhibition, 7H9 media; higher % means a stronger effect; inhibition, % at 25 µM, or IC50 in µM where a hit was titrated; 330,000 compounds, 0.59% hits; in the data active means a potency from the dose series; inconclusive means inhibition above about 70% without an active follow-up result;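 further: bacterial growth assessed after seven days of incubation; strong numbers were not always called active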
influenza NS1A: H1N1 influenza NS1A inhibitors, functional cell based assay (AID 504329); NS1A functional cell-based assay, percent inhibition; higher % means a stronger effect; inhibition, % at 12.5 µM; hits with a dose series show IC50 in µM; 340,000 compounds, 0.3% hits; in the data active means a potency from the dose series; inconclusive means inhibition above about 27% without an active follow-up result; further: strong numbers were not always called active
tuberculosis growth: growth inhibition of non-replicating M. tuberculosis (AID 488890) | 320,000 compounds, 0.39% hits | Mycobacterium tuberculosis non-replicating, growth inhibition; higher % means a stronger effect | one-dose inhibition, % at 25 µM; IC50 in µM for titrated hits; in the data active means a potency from the dose series; inconclusive means inhibition mostly from about 82% at the one dose, without a potency; inactive means the rest, 99 in 100 with inhibition below about 76%;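 further: plate controls were DMSO cells for no effect and high antibiotic wells for full effect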
VEEV TC-83 Vero 10K pilot screen: further read-out of VEEV TC-83 Vero, marked with its call; inhibition, %; measured here: 10K pilot screen inhibition
* marks the source's active call; other numbers are inactive results; i = inactive; ? = inconclusive; . = no result given.

SMILES	VEEV TC-83 Vero	Salmonella PhoP GFP	M. tuberculosis HTS	influenza NS1A	tuberculosis growth	others
Cc1cc(NC(=O)CCN2C(=O)C3C4CCC(C4)C3C2=O)c(C)cc1Br (stereo not drawn)	1.6%	22%	-5%	3%	12%
CCc1noc(C)c1C(=O)N1CCN(S(=O)(=O)c2ccc(Br)cc2Cl)CC1	0.5%	0%	3%	11%	1%
COc1cccc(N2CC(=O)Nc3c(oc4nc(-c5ccccc5)cc(C)c34)C2=O)c1	i	9%	2%	-5%	-19%
Cn1cnc2c(ncn2C2OC(CO)C(O)C2O)c1=S (stereo not drawn)	0.2%	.	.	-4%	.
CCc1nnc(NS(=O)(=O)c2ccc(NC(=O)CCC(=O)OC)cc2)s1	0.3%	-2%	7%	1%	6%
Oc1cc2c(cc1CN1CCc3ccccc3C1)OCO2	0.5%	-4%	-3%	13%	-2%
Cc1cc(C(=O)Nc2nnc(C3CCCCC3)s2)cs1	2.8%	4%	-4%	8%	4%
CCN(CC)S(=O)(=O)c1ccc2c(c1)N(CC(=O)Nc1cccnc1Cl)C(=O)CO2	0.9%	2%	2%	-16%	6%
Cc1cc(SC#N)cc(C)c1NC(=O)CCl	4.5%	-1%	3%	-6%	?
O=C(Cc1cccc(C(F)(F)F)c1)NCC(=O)Nc1cc(Cl)ccc1Cl	i	16%	8%	-6%	0%
COc1ccc(Cc2noc(CN3CCCC(OCc4ccccn4)C3)n2)cc1OC (stereo not drawn)	1.2%	0%	-3%	-6%	16%
Nc1nnc(-c2cn(-c3ccccc3)nc2-c2ccc(Cl)cc2)o1	0.2%	-19%	14%	2%	1%
Cc1cc(C(C)(C)C)cc(C)c1COC(=O)CN1C(=O)NC2(CCCC2)C1=O	1.1%	.	0%	-3%	14%
C[C@H](NC(=O)[C@H]1N2C(=O)c3ccccc3C2SC1(C)C)C(=O)N1CCN(C)CC1 (stereo partly drawn)	10%	-3%	3%	6%	8%
Cc1nn(-c2ccc(N3CCCCC3)nn2)c(C)c1CCC(=O)Nc1ccc(F)c(F)c1	12%	4%	6%	-8%	39%
CCOC(=O)c1cc2sc(C)cc2n1CC(=O)N(CC)CC	3.0%	0%	-5%	4%	6%
Cc1cc(Br)ccc1NC(=O)CN1C(=O)CCC1=O	0.5%	-1%	-8%	-8%	17%
Fc1ccc(C(CCNCc2cccs2)c2ccco2)cc1 (stereo not drawn)	i	3%	-4%	-22%	?
COc1cccc2cc(-c3nnc(SCC(=O)NCc4ccccc4)n3C)oc12	0.7%	3%	3%	-2%	-10%
Cc1onc(-c2c(Cl)cccc2Cl)c1C(=O)NCCN1CCOCC1	0.6%	2%	-6%	3%	11%
Cc1nc2sc(C)c(C)c2c(=O)o1	i	-4%	-5%	2%	-2%
CC(C)CCn1c(N2CCCC2)nc2c1c(=O)[nH]c(=O)n2C	i	-5%	5%	-11%	17%
CCC(C)c1ccccc1O (stereo not drawn)	i	.	-4%	-23%	3%
COc1cc(/C=C2/C(=O)NN(c3cccc(Cl)c3)C2=O)cc(Br)c1O	i	7%	57%	11%	3%
Cc1noc(/C=C/N(C)C)c1S(=O)(=O)N1CCCC(C(=O)NCc2ccc(F)cc2)C1 (stereo not drawn)	.	-4%	-4%	.	42%

6 compounds picked at random from those above, as already listed:
SMILES	VEEV TC-83 Vero	Salmonella PhoP GFP	M. tuberculosis HTS	influenza NS1A	tuberculosis growth	others
Cc1cc(C(=O)Nc2nnc(C3CCCCC3)s2)cs1	2.8%	4%	-4%	8%	4%
Oc1cc2c(cc1CN1CCc3ccccc3C1)OCO2	0.5%	-4%	-3%	13%	-2%
CC(C)CCn1c(N2CCCC2)nc2c1c(=O)[nH]c(=O)n2C	i	-5%	5%	-11%	17%
C[C@H](NC(=O)[C@H]1N2C(=O)c3ccccc3C2SC1(C)C)C(=O)N1CCN(C)CC1 (stereo partly drawn)	10%	-3%	3%	6%	8%
Cc1noc(/C=C/N(C)C)c1S(=O)(=O)N1CCCC(C(=O)NCc2ccc(F)cc2)C1 (stereo not drawn)	.	-4%	-4%	.	42%
Cc1cc(NC(=O)CCN2C(=O)C3C4CCC(C4)C3C2=O)c(C)cc1Br (stereo not drawn)	1.6%	22%	-5%	3%	12%

(further entries)
SMILES	VEEV TC-83 Vero	Salmonella PhoP GFP	M. tuberculosis HTS	influenza NS1A	tuberculosis growth	others
O=C(NNS(=O)(=O)c1ccc(F)cc1)C1CC(c2cccnc2)=NO1 (stereo not drawn)	0.9%	-1%	3%	3%	-17%
COc1ccc(CCN(C)CCC(=O)Nc2ccc(C)cc2)cc1OC	1.5%	-10%	-5%	-8%	11%
COCCCNC(=S)N1CCCN(c2nc3c(C)c(C)ccc3cc2C#N)CC1	1.9%	-6%	60%	11%	14%
Cc1cc(NC(=O)CN2CCCCC2C)nc2c1c(=O)oc1ccccc12 (stereo not drawn)	.	-4%	-3%	.	.
COc1ccccc1COC(=O)C(NC(=O)c1ccc(C)cc1)C(C)C (stereo not drawn)	3.0%	.	.	-13%	.
Cc1ccc(NC(=O)C(C)N2CCOCC2)c(C(=O)c2ccccc2)c1 (stereo not drawn)	0.7%	4%	-8%	-15%	-26%
O=c1cc(CSc2ccc([N+](=O)[O-])cc2)nc2sccn12	5.8%	-2%	-12%	10%	1%
O=C(CCN=C1NS(=O)(=O)c2ccccc21)NCc1ccccc1F	2.1%	.	1%	-1%	13%
Cc1ccc(C(=O)NCCCNC(=O)c2ccccc2C)cn1	0.7%	-8%	3%	2%	15%
CCOC(=O)c1c(C)nc2sc3c(=O)n(-c4ccc(C)cc4)cnc3c2c1-c1ccc(OC)cc1	i	-2%	4%	7%	-1%
COc1ccc(-c2nc(CS(=O)(=O)CC(=O)NCc3cccc(Br)c3)c(C)o2)cc1	2.4%	-9%	3%	24%	20%
CC1CCCCN1CCNS(=O)(=O)c1ccc2c(c1)oc(=O)n2C (stereo not drawn)	i	-1%	-12%	5%	-4%
Cc1nnsc1C(=O)NNc1ccc(C(C)C)cc1	5.9%	0%	6%	-25%	11%
N/C(=N\OS(=O)(=O)c1ccc(Cl)cc1)c1ccccn1	0.8%	.	.	1%	.
O=C(Nc1cnccn1)c1ccc(F)cc1Cl	1.5%	9%	1%	4%	-26%
C#CC[N+]1(CC#Cc2ccccc2)CCOCC1	i	-3%	-11%	-4%	-6%
CCc1c(-c2ccccc2)nc2nc(C)c(C)nn12	i	-21%	-1%	-7%	.
FC(F)(F)c1cccc(Cn2c3[n+](c4ccc(C(F)(F)F)cc42)CCCCC3)c1	i	17%	11%	0%	?
CCC(C)C(NC(=O)C1CCC(C)CC1)C(=O)NC(CCSC)C(=O)OC (stereo not drawn)	0.3%	3%	5%	9%	12%
Cc1cc(C)nc(SCCn2c(N3CC(C)OC(C)C3)nc3c2c(=O)n(C)c(=O)n3C)n1 (stereo not drawn)	0.1%	2%	-3%	9%	4%
CC(=O)c1ccc(OCCCC(=O)OCc2nnc(-c3ccc(Cl)cc3)o2)cc1	2.7%	1%	24%	-1%	78%
COc1ccc(CN(C)C(=O)c2ccc(Cl)c(S(=O)(=O)NCc3cccnc3)c2)cc1F	3.7%	.	8%	-5%	43%
CCNC(=S)N/N=C/c1cccc(OCc2c(F)cccc2Cl)c1	1.9%	19%	5%	-5%	-14%
CC[C@]12c3[nH]c4ccc(Cl)cc4c3CCN1C(=O)[C@@H](CC(=O)NCCC1=CCCCC1)C[C@@H]2C(=O)N1CCN(C(=O)c2ccco2)CC1	?	.	.	-17%	.
O=C(c1cccc(S(=O)(=O)N2CCN(c3ccccc3)CC2)c1)N1CCN(c2ccccc2O)CC1	5.9%	3%	46%	-1%	3%

Brought forward from above: 2 compounds, followed by the next part.
SMILES	VEEV TC-83 Vero	Salmonella PhoP GFP	M. tuberculosis HTS	influenza NS1A	tuberculosis growth	others
CC[C@]12c3[nH]c4ccc(Cl)cc4c3CCN1C(=O)[C@@H](CC(=O)NCCC1=CCCCC1)C[C@@H]2C(=O)N1CCN(C(=O)c2ccco2)CC1	?	.	.	-17%	.
O=C(c1cccc(S(=O)(=O)N2CCN(c3ccccc3)CC2)c1)N1CCN(c2ccccc2O)CC1	5.9%	3%	46%	-1%	3%
COCC(=O)OC/C(O)=C(\C#N)c1nc2ccccc2[nH]1	3.9%	4%	?	-15%	62%
Cc1cc(OCC(=O)Nc2ccc(Br)cc2)cc2c1C(=O)CC(C)(C)O2	3.7%	7%	36%	.	16%
Cc1cccc(NC(=O)NC2CCCc3ccccc32)c1 (stereo not drawn)	2.0%	-5%	0%	0%	20%
CCN(Cc1ccccc1)C(=O)c1c(-c2ccccc2Cl)noc1C	0.2%	1%	-1%	-18%	11%
Cc1ccc(NC(=O)c2cc([N+](=O)[O-])ccc2Cl)c(O)c1	7.0%	5%	22%	-2%	21%
OCCN(Cc1ccccc1)Cc1cccc(C(F)(F)F)c1	i	-8%	20%	3%	13%
Cc1ccc(C(=O)C2CCN(CC(=O)NC3CCCCC3)CC2)cc1	i	-8%	-8%	19%	38%	VEEV TC-83 Vero 10K pilot screen=0.4
Cc1[nH]n(-c2ccccc2)c(=O)c1C(C[N+](=O)[O-])c1ccc(Br)cc1 (stereo not drawn)	7.3%	21%	?	1%	?
O=C(Nc1ccc(F)cc1)Nc1cccnc1Cl	i	3%	-7%	4%	1%
CN(CC(=O)N1CCCCC1)S(=O)(=O)c1ccc(Cl)cc1	i	-1%	-7%	-3%	7%
COc1ccc(Cl)cc1NC(=O)c1oc(C)nc1C	5.0%	6%	-6%	11%	-5%
Cc1ccc(S(=O)(=O)N(C)C)cc1NC(=S)NC12CC3CC(CC(C3)C1)C2	i	.	.	9%	.
C/C(=N\NC(=O)c1ccc2c(c1)OCCO2)c1ccccc1	1.3%	-2%	-8%	-22%	-11%
CC(=O)N(C)c1ccc(N=NC2C(=O)N(C(N)=S)N=C2C)cc1 (stereo not drawn)	1.2%	-2%	3%	1%	-17%
Cc1ccccc1OC(=O)CCC(=O)OCCCC(F)(F)C(F)(F)F	2.2%	2%	-4%	17%	-5%
Cc1cc(/C=C2/NC(=O)NC2=O)c(C)n1C	0.4%	-2%	-9%	3%	-15%
C=CCNC(=O)/C(C#N)=C\c1cc(Cl)c(O)c(OCC)c1	0.7%	-1%	1%	-1%	19%
